Assay outcomes from PubChem.
CHRM1 agonist – activates human CHRM1 receptor; 360,000 compounds, 0.33% hits; activation, % at 3 µM; P11229; AID 588814; CHO-K1 hM1, Fluo-8 calcium fluorescence, agonist mode; 0% DMSO, 100% acetylcholine EC100;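 active = activation above the run's mean compound activation plus 3 SD, cut at about 16% in these data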;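 note: peak over basal fluorescence ratio within a 140 s kinetic read after compound addition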
CHO-K1 Ca ag – nonselective activator or artifact in parental CHO-K1 cells. AID 602248. activation, % at 3 µM. Fluo-8 calcium fluorescence; scaled to maximal ATP response, vehicle zero. 360,000 compounds, 0.48% hits; in the data active = activation above about 15%;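 note: untransfected CHO-K1 host cells lacking M1 receptor as counterscreen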
CHO-K1 Ca PAM – counter-screen for M1 PAMs: effect in parental CHO-K1 cells | ATP EC20, Fluo-8 calcium fluorescence; 0% at ATP EC20, 100% at ATP max | activation, % at 3 µM | AID 602247 | 360,000 compounds, 0.02% hits;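 active = activation above the run cutoff, the mean activation of all test compounds plus 3 SD, cut at about 40% in these data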;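 note: peak over basal fluorescence ratio in a 140 s read after ATP addition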
CHRM1 antagonist – antagonists of human M1 muscarinic receptor; P11229; CHO-K1 hM1, Fluo-8 calcium fluorescence, ACh EC80 antagonist; inhibition, % at 3 µM; 360,000 compounds, 1.3% hits; AID 588852;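 active = percent inhibition above its own plate's cutoff, namely the mean of that plate's compound wells plus 3 SD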;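 note: peak over basal fluorescence ratio during 140 s after agonist addition; 0% = ACh EC80 plus DMSO and 100% = DMSO alone without agonist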
TAAR1 antag – human TAAR1 antagonism; CHO RD-HGA16 TAAR1, Fluo-8 calcium fluorescence, antagonist; inhibition, % at 3 µM; 360,000 compounds, 1.5% hits;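 active = inhibition above a per-plate cutoff, the mean inhibition of test compounds on that plate plus 3 SD, cut at about 49% in these data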;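 note: 0% = DMSO plus EC80 beta-PEA response and 100% = DMSO alone without agonist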
Target sequence (Q96RJ0 whole entry, looked up): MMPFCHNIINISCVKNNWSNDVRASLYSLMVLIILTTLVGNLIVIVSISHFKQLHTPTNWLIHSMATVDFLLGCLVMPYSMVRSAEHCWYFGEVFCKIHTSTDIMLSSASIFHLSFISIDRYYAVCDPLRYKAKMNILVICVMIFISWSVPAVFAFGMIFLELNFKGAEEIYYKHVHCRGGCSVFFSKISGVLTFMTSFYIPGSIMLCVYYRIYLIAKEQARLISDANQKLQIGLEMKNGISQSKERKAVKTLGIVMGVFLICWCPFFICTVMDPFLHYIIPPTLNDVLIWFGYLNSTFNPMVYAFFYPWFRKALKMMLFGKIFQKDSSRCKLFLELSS
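Test system: CHO RD-HGA16 cells bearing hTAAR1 | Reagent: β-PEA, EC80 | Compound dosing: 3 µM, single point | Schedule: Dye loading 75 min at 37 °C, then 30 min room temperature | Signal: Calcium fluorescence with Fluo-8 | Evaluation: Percent inhibition of PEA-evoked calcium signal, max/basal emission ratio | Control set: DMSO-only wells and EC80 β-PEA-stimulated wells | Repeats: Singlicate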
TAAR1 ag – agonists of human TAAR1 | Q96RJ0 | CHO RD-HGA16 TAAR1, Fluo-8 calcium fluorescence; vehicle wells 0%, saturating PEA agonist 100% | activation, % at 3 µM | 360,000 compounds, 0.99% hits;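 active = activation above the mean activation of all test compounds in the run plus 3 SD, cut at about 38% in these data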
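Test system: RD-HGA16 (CHO) cells co-expressing Gα16 and hTAAR1; dosing: one-point dosing at 3 µM (nominal); timing: 17-24 h seeding, 75 min 37 °C dye, 30 min RT; signal: kinetic Fluo-8 calcium fluorescence; read-out basis: % activation relative to PEA EC100 response; controls: DMSO and PEA EC100; replicates: n 1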
OXTR potentiate – potentiators of human oxytocin receptor | P30559 | CHO-OTR cells, Fluo-8 calcium fluorescence, potentiator mode; 0% = oxytocin EC15, 100% = EC100 | activation, % at 3 µM | 320,000 compounds, 0.061% hits;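 active = activation above that plate's cutoff, the mean activation of tested compounds plus 3 SD, cut at about 6.6% in these data, passing the limit was not always enough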;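 note: 100% uses oxytocin at 75 nM as the full agonist control; some results filed as inactive read as strong as hits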
Target sequence (P30559 whole entry, looked up): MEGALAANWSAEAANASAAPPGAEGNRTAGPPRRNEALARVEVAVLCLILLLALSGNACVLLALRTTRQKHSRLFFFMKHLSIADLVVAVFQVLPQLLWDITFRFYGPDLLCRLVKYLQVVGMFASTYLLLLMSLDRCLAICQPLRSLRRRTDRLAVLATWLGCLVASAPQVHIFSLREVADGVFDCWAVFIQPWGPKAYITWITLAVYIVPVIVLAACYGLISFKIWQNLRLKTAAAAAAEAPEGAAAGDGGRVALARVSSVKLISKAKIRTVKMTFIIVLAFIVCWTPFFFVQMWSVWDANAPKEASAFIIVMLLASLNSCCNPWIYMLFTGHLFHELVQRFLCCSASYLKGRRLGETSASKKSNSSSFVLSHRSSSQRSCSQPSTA
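Material: human OTR in CHO cells. Compound: 3.0 µM, one dose. Timing: compound 6 min at room temperature before oxytocin, 100 s read. Evaluation: % activation of max/min ratio relative to oxytocin controls. Replication: single well per compound, singlicate. Signal: Fluo-8 calcium dye fluorescence.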
CHO-K1 Ca antag – counter-screen for M1 antagonists: effect in parental CHO-K1 cells. ATP-induced calcium, Fluo-8 fluorescence. 360,000 compounds, 0.6% hits. inhibition, % at 3 µM;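 active = inhibition above a per-plate cutoff, the plate's mean sample inhibition plus 3 SD, cut at about 24% in these data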;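 note: 0% = DMSO plus EC80 ATP and 100% = DMSO alone without ATP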
CHO parental Ca – signal in parental CHO cells, OX1R antagonist counter-screen. inhibition, % at 5.6 µM. 330,000 compounds, 0.63% hits. AID 463079. parental CHO-K1, ATP-induced calcium, Fluo-8 fluorescence;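 active = inhibition above that plate's mean sample inhibition plus 3 SD, cut at about 26% in these data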;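 note: 0% = ATP-challenged DMSO wells and 100% = DMSO wells without ATP; some compounds past the cut are filed as inactive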
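Test system: untransfected parental CHO cell line; also added: ATP stimulus; dosing: 5.6 µM, single dose; signal: calcium-sensitive Fluo-8 fluorescence; measure: percent inhibition of ATP-evoked calcium rise, normalized to controls; benchmarks: low control ATP plus DMSO, high control DMSO only; replication: one well per compound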
* hit, by the source's call; nt = not tested or not shown.

SMILES	CHRM1 agonist	CHO-K1 Ca ag	CHO-K1 Ca PAM	CHRM1 antagonist	TAAR1 antag	TAAR1 ag	OXTR potentiate	CHO-K1 Ca antag	CHO parental Ca
CSc1nc(C)nc2c1c(=O)n(C)c(=O)n2C	-5	-0.2	-11	-3	-12	0	0	18	5
N#CC1=C(N)N(c2ccccc2)C2=C(C(=O)CCC2)C1c1ccccc1 (stereo not drawn)	-1	0.1	12	-3	2	0	-5	-11	-12
O=C(CSc1nc2ccc(Cl)cc2[nH]1)c1ccc2c(c1)OCO2	1	0.2	10	13	20	-1	2	-7	-16
O=C(CN1C(=O)NC2(CCCCC2)C1=O)Nc1nc2c(F)cc(F)cc2s1	-1	5.0	2	15	10	8	-3	-12	-23
Cc1csc(N(C(=O)c2ccc(S(=O)(=O)N(C)C)cc2)c2ccccc2)n1	-4	0.4	9	-7	5	2	-9	-8	-10
COc1ccc(CCNC(=O)Cc2cccc(C(F)(F)F)c2)cc1OC	-3	0.5	17	-5	4	0	-6	-19	-16
CCCCN(C(=O)COC(=O)c1ccc(C=O)cc1)c1c(N)n(CCC)c(=O)[nH]c1=O	-1	0.2	4	-10	-7	2	-5	-4	-3
Cn1c(O)c(N=NC(=O)Cn2ccc(C(F)(F)F)n2)c2ccccc21	-6	0.1	19	-8	-13	1	-6	-4	-14
COc1cccc(C(O)c2nc(-c3cncnc3)cs2)c1 (stereo not drawn)	0	1.4	1	-7	-9	1	nt	-1	nt
COc1cc(/C=N/NC(=O)c2ccncc2)ccc1OC(=O)c1ccc([N+](=O)[O-])cc1	1	1.2	-5	12	4	7	-28	10	-17
CCOCCCNC(=O)C1CCN(C(=O)Nc2ccc(Cl)cc2)CC1	-3	1.0	17	-8	9	4	-2	-6	-7
COCC1CCCCC1OS(N)(=O)=O (stereo not drawn)	-3	1.0	8	-6	1	9	2	0	-3
COC(C[C@H]1O[C@@H]1C(=O)[C@H](C)OCc1ccccc1)OC	-3	-0.3	-2	0	0	11	6	6	-16
O=C(CSc1ncccn1)NC1CCCc2ccccc21 (stereo not drawn)	-2	0.3	-5	-2	-5	-1	-5	5	-10
CCCC(=Nc1ccccc1OC)C1=C(O)CC(c2ccccc2)CC1=O (stereo not drawn)	-7	-0.2	7	-6	-4	6	-10	0	-6
Cc1cccc(CC(=O)Nc2ccc(C(=O)N3CCCCC3)cc2)c1	9	0.4	-6	2	-17	1	-7	1	-6
COc1ccc(Cl)cc1NC(=O)c1[nH]nc(OC)c1[N+](=O)[O-]	-5	-0.5	-7	7	-11	4	-5	7	10
COc1ccccc1Nc1nc(-c2sc(N)nc2C)cs1	-4	0.2	4	-3	-8	-1	-4	-14	-10
CC(C)CCNC(=O)c1ccc(C2SCC(=O)N2Cc2ccco2)cc1 (stereo not drawn)	-5	0.4	24	-8	8	6	-2	-1	-15
Cc1ccc(C(=O)Cn2nnc(-c3ccccc3)n2)cc1	-3	3.4	1	-3	10	-2	-6	-1	-27
CC(=O)NC(c1ccccc1)c1nc(-c2cccnc2)cs1 (stereo not drawn)	-2	0.3	7	-4	-7	3	nt	-5	nt
O=c1[nH]c2ccccc2n1Cc1ccc(Cl)cc1	5	1.6	12	-10	5	3	-12	-7	-16
COc1ccc(CC(=O)Nc2ccc(N3CCN(c4ccc(OC)cc4)CC3)c(C#N)c2)cc1	0	0.8	1	-1	11	3	-10	10	-9
CCOc1ccc(C(=O)COC(=O)c2ccc(-n3cnnn3)cc2)cc1	-3	1.1	0	-10	-15	1	-8	20	-3

Compound profiles (already shown). Screens in order: CHRM1 agonist | CHO-K1 Ca ag | CHO-K1 Ca PAM | CHRM1 antagonist | TAAR1 antag | TAAR1 ag | OXTR potentiate | CHO-K1 Ca antag | CHO parental Ca
Cc1ccc(C(=O)Cn2nnc(-c3ccccc3)n2)cc1 as listed: -3 | 3.4 | 1 | -3 | 10 | -2 | -6 | -1 | -27
O=C(CSc1ncccn1)NC1CCCc2ccccc21 (stereo not drawn) as listed: -2 | 0.3 | -5 | -2 | -5 | -1 | -5 | 5 | -10

The list goes on.
SMILES	CHRM1 agonist	CHO-K1 Ca ag	CHO-K1 Ca PAM	CHRM1 antagonist	TAAR1 antag	TAAR1 ag	OXTR potentiate	CHO-K1 Ca antag	CHO parental Ca
CCn1c2ccccc2c2nnc(SCN3C(=O)c4ccccc4C3=O)nc21	-5	0.9	7	-4	-2	1	nt	-10	nt
O=C(c1ccccc1)c1n[nH]c(-c2ccccc2)cc1=O	-5	0.7	19	-4	-6	1	1	-8	8
O=C(NCc1ccccn1)C1COc2ccccc2O1 (stereo not drawn)	-4	0.0	13	-9	-3	6	-7	-6	11
CCC1=C(OC(=O)N(CC)CC)N2C(=O)OC(=NCC3CC3)[C@]2(C)[C@H]2C1=CC[C@H]1C(=O)N(CC(=O)OC)C(=O)[C@H]12	-1	-0.5	8	-12	9	4	5	-5	-19
CCOc1ccc(CNC(=O)Nc2ccccc2)cc1	-5	2.1	5	-13	2	0	-4	-5	-23
Cc1cccc(NS(=O)(=O)c2ccc(C)c(C(=O)N(C)C3CCN(C)CC3)c2)c1	0	0.1	-11	-8	-28	0	nt	-5	nt
O=C(Cc1cccs1)NCc1ccc2c(c1)OCO2	-1	0.1	-13	-2	9	2	-19	4	-14
CCOC(=O)C(C)Sc1nc(=O)n2cc(C)ccc2n1 (stereo not drawn)	-3	-0.1	15	-11	2	5	-2	-7	8
COC(=O)CSC1=C(C#N)C(=O)NC(c2ccccc2)S1 (stereo not drawn)	0	0.3	11	-11	-2	1	-7	-10	1
CC1(C(=O)NS(=O)(=O)c2ccc3c(c2)CCO3)CCN1C(=O)C1(c2ccc(Cl)cc2)CC1 (stereo not drawn)	-2	-0.1	-5	-18	-7	0	nt	-4	nt
COC(=O)COc1cccc2c(=O)n(CC(=O)NCc3ccccc3)ccc12	-3	0.7	20	-2	-15	0	1	-12	-3
CC(=O)NC(CCCNC(=S)NC1CCCCC1)C(=O)O (stereo not drawn)	-2	-0.4	-2	6	6	11	-22	4	3
COc1ccc(NC(=O)Nc2nc(C)cc(C)n2)c(OC)c1	-8	0.2	-15	5	-10	4	2	-2	-7
CC(=O)[C@H]1CC[C@H]2[C@@H]3CC=C4C[C@@H](OS(=O)(=O)O)CC[C@]4(C)[C@H]3CC[C@]12C	-6	0.1	6	-17	-13	2	nt	2	nt
O=C(CC(=O)Nc1ccc(F)cc1F)Nc1ccc(F)cc1F	-2	4.3	4	-1	-30	1	-5	-1	-1
COCC(=O)Nc1c(C(=O)Nc2cccc(OC)c2)oc2ccccc12	-2	1.5	13	-19	26	6	-5	-26	-18
CSc1ccccc1NC(=O)COc1ccccc1Cl	-1	-0.2	1	-3	-21	3	-5	-4	-20
Cc1csc(NC(=O)NC2(C(F)(F)F)Oc3ccccc3O2)n1	4	0.8	11	-13	3	23	-13	-3	-3
O=C(CC1OC(=O)c2ccccc21)NC1CCCCC1 (stereo not drawn)	-3	0.3	11	-14	-25	4	-1	-3	-9
C/C(=N\NC(=O)c1cc2ccccc2cc1O)c1ccc2c(c1)OCO2	-1	3.5	15	2	11	3	-6	-1	-7
O=C(Nc1cccc(F)c1)Nc1ccc2c(c1)C(=O)OC2	4	1.2	-13	-16	8	20	-8	-3	-15
COc1ccc(NC(=O)c2cc3c(=O)n(C)c4ccccc4c3n2C)cc1OC	-6	1.2	21	-3	5	4	-6	-6	-11
CC1(C)Cc2c(sc(NC(=O)c3ccccc3)c2C(=O)O)CO1	-6	0.2	-3	-3	18	4	0	6	4
Cc1ccc([C@@H]2CC(=O)[C@@H]3CN(S(=O)(=O)c4ccc(C)cc4)[C@H](c4ccccc4F)C[C@@H]3N2S(=O)(=O)c2ccc(C)cc2)cc1	13	0.2	7	2	-16	0	nt	15	nt
CCc1nc(N)nc(N)c1-c1ccc(NCCN)c([N+](=O)[O-])c1	-7	0.5	8	-20	-4	13	nt	-11	nt
O=S(=O)(c1ccc2ccccc2c1)N1CCN(C(=S)Nc2ccc(F)c(Cl)c2)CC1	-6	3.6	21	-2	1	0	-10	-9	-10
O=C1CC[C@@]23CCCN2C(=O)CCCC3C1 (stereo partly drawn)	7	0.3	17	-20	3	0	nt	-15	-2
CCOc1ccc(/C=C2\SC(=S)N(CC(=O)Nc3ccccn3)C2=O)cc1	-2	0.2	-12	1	-7	2	-5	-4	-13
CCSC(=O)N(CC)CC(=O)Nc1c(CC)cccc1CC	-1	0.5	22	-6	nt	nt	-7	-11	-9
O=C(CCCn1nnnc1CN1CCOCC1)N1CCC(c2ccccc2Cl)C1 (stereo not drawn)	-4	0.7	5	-4	-35	5	-4	-17	-39
CSc1ccc(CN2CCCC(N3CCN(c4ccccc4)CC3)C2)cc1 (stereo not drawn)	-9	0.6	16	-7	-41	0	-4	-2	-20
Clc1cc(NCc2ccccc2)ncn1	-1	0.9	6	-3	-7	12	-3	-11	13
O=C(CCNc1ccc(F)cc1)c1ccco1	-3	3.1	2	-8	6	1	-7	15	-6
Cc1ccc2nc(NC3=NCN(Cc4cccnc4)CN3)nc(C)c2c1	-2	1.0	28	-3	-3	8	nt	-13	nt
COc1ccc(-c2cccc(C3CC=CC4C3C(=O)N(Cc3ccccc3)C4c3ccc(OC)c(Cl)c3)c2)cc1 (stereo not drawn)	-5	0.1	14	-7	-2	6	-10	-6	-17
Cc1ccn2cc(-c3ccc(NS(=O)(=O)c4ccccc4)cc3)nc2c1	-8	0.9	13	1	-6	1	-4	-2	-5
CCOc1ccc2oc(C(=O)OCC(=O)NC3CC3)c(C)c2c1	-2	0.2	2	-6	2	6	-10	-9	9
C=C1CCCC2OC(CC3=CC4/C(C)=C/CC(C)CC(/C=C(\C)C(O)C5CC(O)C(O)C(CCC(O)/C=C/C(C)=C/CCC6=NCCC(C3)C64C)O5)OC(=O)CC3OC(C(O)C1)C(O)C3O)CC(O)C2O (stereo not drawn)	-5	4.1	2	-7	-7	1	nt	9	nt
COCCOc1cc(NC(=O)CS(=O)(=O)CC(=O)N(C)C)c(Cl)cc1Cl	-6	0.4	16	-3	14	3	1	-4	-12
Cc1cc(Nc2cccc(F)c2)nc(-c2ccccc2O)n1	-6	1.9	19	8	39	5	-13	-18	12
CCc1nnc(NS(=O)(=O)c2ccc(N)cc2)s1	-3	0.6	0	0	-18	2	1	2	-9
